PHOSPHO1 block = PHOSPHO1 (human) inhibition; Q8TCT1; recombinant PHOSPHO1, absorbance phosphatase assay; inhibition, % at 13.3 µM; actives 1.1% (n = 290,000); AID 1565; in the data active = inhibition above about 60%
MEKK3 PB1 HTS = modulators (inhibitors or enhancers) of MEK5 binding to human MEKK3 PB1 domain; Q99759; bead-based flow cytometry, Alexa488-MEK5 binding to MEKK3; actives lie on both sides; 0 = blocked by unlabeled MEK5, 100 = vehicle; binding response (% of control), % at 10 µM; actives 1.4% (n = 290,000); AID 1529;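 active = binding response more than 3 SD above or below the average of its plate-row segment, actives on both sides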;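 note: Alexa488 bead fluorescence after subtracting the streptavidin-only scavenger bead signal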
Target sequence (Q99759 whole entry, looked up, the tested form may be a part): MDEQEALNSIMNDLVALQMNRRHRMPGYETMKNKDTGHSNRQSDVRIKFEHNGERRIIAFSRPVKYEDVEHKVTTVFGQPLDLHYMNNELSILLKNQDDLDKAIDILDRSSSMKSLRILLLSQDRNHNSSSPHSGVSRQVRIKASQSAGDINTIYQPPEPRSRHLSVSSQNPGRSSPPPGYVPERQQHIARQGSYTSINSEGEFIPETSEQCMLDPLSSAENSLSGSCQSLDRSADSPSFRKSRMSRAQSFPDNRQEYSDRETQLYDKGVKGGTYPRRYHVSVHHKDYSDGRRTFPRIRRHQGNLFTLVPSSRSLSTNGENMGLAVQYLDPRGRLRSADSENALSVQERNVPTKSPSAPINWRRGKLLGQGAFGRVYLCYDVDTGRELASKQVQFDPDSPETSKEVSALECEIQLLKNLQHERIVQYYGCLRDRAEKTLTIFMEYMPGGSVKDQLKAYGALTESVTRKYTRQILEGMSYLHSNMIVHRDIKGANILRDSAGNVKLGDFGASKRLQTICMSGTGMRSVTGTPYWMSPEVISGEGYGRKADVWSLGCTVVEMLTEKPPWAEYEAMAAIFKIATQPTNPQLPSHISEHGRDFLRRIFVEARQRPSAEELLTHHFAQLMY
p-CIP stab down = lowers stability of the mouse p/CIP coactivator protein; AID 1984; actives 0.01% (n = 290,000); decrease of EGFP signal, % at 10 µM; F442A p/CIP-EGFP cells, EGFP fluorescence, 16 h;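 active = EGFP signal decrease of at least 30% at 10 µM or well 3 SD below plate mean, unless failing retest; inactive = the rest, including hits failing retest or dose response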; note: some compounds called inactive have numbers as strong as hits; many of its hits are not listed in these tables
IDE cell activ = boosts human insulin-degrading enzyme activity in HEK cells. P14735. FAbeta-B cleavage, fluorescence polarization; 0% vehicle, 100% cell-free pure enzyme wells. activation, % at 5.96 µM. actives 0.073% (n = 340,000). AID 493087;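 active = activation above the mean of all tested compounds plus 3 SD, set per screening campaign, cut at about 17% in these data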
CRFBP-R2 agonist = agonists of human CRF-binding protein/CRF-R2 receptor complex | HEK293 CRF-R2/CRF-BP, calcium dye fluorescence (FLIPR); percent of saturating CRF peptide response | activation, % at 13.2 µM | actives 0.46% (n = 350,000);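 active = activation of at least 50%, plus an integration ratio under a set limit after plate pattern correction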;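 note: plate controls were neutral control wells without compound for no effect and CRF at EC100 for full effect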
CHRM4 PAM = positive allosteric modulators of human muscarinic M4 receptor | P08173 | actives 0.4% (n = 360,000) | activation, % at 3 µM | CHO-K1 hM4/Gqi5, Fluo-8 calcium fluorescence, ACh EC20; 0% = ACh EC20, 100% = maximal ACh;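 active = activation above its plate's cutoff, the mean activation of sample wells plus 3 SD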; note: some results filed as inactive read as strong as hits
IDE cell inh = cellular human IDE inhibition | P14735 | HEK cells, FAbetaB cleavage, fluorescence polarization | inhibition, % at 5.59 µM | actives 0.41% (n = 320,000) | AID 434962;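 active = percent inhibition above the average of all tested compounds plus 3 SD, set per screening campaign, cut at about 16% in these data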;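 note: IDE supplied by intact live HEK cells; FP after avidin binding of uncleaved biotin substrate so inhibition keeps polarization high; 0% = DMSO wells and 100% = 60 µM reference IDE inhibitor Ii1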
GalR3 antagonist = human GalR3 antagonism | inhibition, % at 3 µM | AID 651719 | HEK293 GalR3-CNG cAMP membrane potential fluorescence; galR3 body fused to GalR1 C-terminus | actives 0.44% (n = 360,000);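 active = inhibition above the screen-wide average plus 3 SD, cut at about 13% in these data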;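 note: forskolin and galanin both at EC90 stimulate the cells; cAMP rise reported by CNG channel membrane potential dye signal; 0% = forskolin plus galanin with DMSO and 100% = forskolin alone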
Target sequence (O60755 1-299 limits assumed): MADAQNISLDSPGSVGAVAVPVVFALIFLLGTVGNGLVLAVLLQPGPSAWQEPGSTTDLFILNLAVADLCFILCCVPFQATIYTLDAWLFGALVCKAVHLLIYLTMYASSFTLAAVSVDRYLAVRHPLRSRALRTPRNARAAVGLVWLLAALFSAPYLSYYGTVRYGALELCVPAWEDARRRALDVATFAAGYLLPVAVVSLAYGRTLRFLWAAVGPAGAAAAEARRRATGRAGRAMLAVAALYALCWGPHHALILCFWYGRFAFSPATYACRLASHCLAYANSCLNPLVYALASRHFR
CRFR2-BP antag = blocks CRF-induced signaling of the CRF-BP/CRF-R2 complex. inhibition, % at 11.8 µM. HEK293 CRF-R2/CRF-BP, CRF-induced calcium fluorescence. AID 588475. actives 0.59% (n = 350,000);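 active = inhibition of the ligand-induced calcium signal above about 50% at the single tested concentration, limit read from the data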
The depositor's hits bear a star; / = not tested or not shown.

#1 COc1ccc(NC(=O)CCN2C(=O)c3ccccc3C2=O)cc1
#2 COc1ccc(OCc2nnc3n2N=C(c2ccccc2)C(CC(=O)O)S3)cc1 (stereo unspecified)
#3 CCOC(=O)C1=C(C)NC(C)=C(C(=O)OCC)C1/C=C/c1ccccc1OC
#4 Cc1cccnc1NC(=S)Nc1ncccc1C
#5 O=c1c(C(c2ccc(O)cc2)c2c(O)nc3n(c2=O)CCS3)c(O)nc2n1CCS2
#6 COc1ccc(CNC(=O)CN2CCN(S(=O)(=O)c3cccs3)CC2)cc1OC
#7 COc1cccc(C(C(=O)NC2CCCC2)N(Cc2ccccc2OC)C(=O)c2ccco2)c1 (stereo unspecified)
#8 Cc1nn(-c2ccccc2)c(Cl)c1/C=C1\SC(=S)N(CCCCCC(=O)O)C1=O
Assay by compound,1,2,3,4,5,6,7,8
PHOSPHO1 block,8,-70,-4,30,40,-6,-6,6
MEKK3 PB1 HTS,109,102,104,99,/,97,101,102
p-CIP stab down,-15,-15,-16,0,0,-10,-7,8
IDE cell activ,0,4,-3,2,0,-4,2,2
CRFBP-R2 agonist,1.2,4.5,0.0,-0.2,0.7,-2.4,-1.1,0.5
CHRM4 PAM,-1,6,10,3,-5,1,12,9
IDE cell inh,-2,-3,0,0,8,6,1,9
GalR3 antagonist,-11,4,-7,-9,1,-3,-5,0
CRFR2-BP antag,9,-2,10,5,7,15,10,-5

Gathered by group, the entries above with two or more sulfur atoms
#5 O=c1c(C(c2ccc(O)cc2)c2c(O)nc3n(c2=O)CCS3)c(O)nc2n1CCS2
#6 COc1ccc(CNC(=O)CN2CCN(S(=O)(=O)c3cccs3)CC2)cc1OC
#8 Cc1nn(-c2ccccc2)c(Cl)c1/C=C1\SC(=S)N(CCCCCC(=O)O)C1=O
Assay by compound,5,6,8
PHOSPHO1 block,40,-6,6
MEKK3 PB1 HTS,/,97,102
p-CIP stab down,0,-10,8
IDE cell activ,0,-4,2
CRFBP-R2 agonist,0.7,-2.4,0.5
CHRM4 PAM,-5,1,9
IDE cell inh,8,6,9
GalR3 antagonist,1,-3,0
CRFR2-BP antag,7,15,-5

The listing continues:
#9 COc1ccc(CC(=S)N2CCOCC2)cc1
#10 O=C(CN1C(=O)COc2ccccc21)NC1CCCC1
#11 C/C(=N\NC(=O)C1(C)CC1(Br)Br)c1cccc(NC(=O)C2CCC2)c1 (stereo unspecified)
#12 C=CCn1c(=O)c2c(nc3n2CCCN3CCc2ccccc2)n(C)c1=O
#13 Cc1ccc(-c2nnc(N(C)C(=O)c3ccncc3)s2)cn1
#14 COc1ccc(C(=O)NNC(=O)CSc2nnc(C(C)C)n2C)cc1
#15 C=CCOc1ccc(/C=C2\C(=N)N3N=C(S(=O)(=O)CC)SC3=NC2=O)cc1OC
#16 CC(=O)NCCn1c(SCc2ccccc2C)nc2ccccc2c1=O
Assay by compound,9,10,11,12,13,14,15,16
PHOSPHO1 block,73*,14,-9,24,-1,36,-10,-23
MEKK3 PB1 HTS,119,101,101,103,101,102,101,106
p-CIP stab down,-9,4,-19,-6,-3,4,-1,-6
IDE cell activ,6,-1,7,-2,6,0,-5,2
CRFBP-R2 agonist,-3.6,0.5,-0.7,-0.3,1.1,1.4,0.1,-1.3
CHRM4 PAM,0,7,7,0,1,6,3,-1
IDE cell inh,5,6,6,-2,-2,-7,3,2
GalR3 antagonist,2,2,-3,3,-4,-9,-6,-4
CRFR2-BP antag,4,-7,10,-7,-21,5,35,-20

#17 O=C(NCc1nc2ccccc2[nH]1)C1=C[C@@H](C2CCCCC2)C[C@@H](OCCCCO)O1
#18 COc1ccc(S(=O)(=O)N(C)C[C@H]2Oc3c(NC(=O)Nc4c(C)noc4C)cccc3C(=O)N([C@@H](C)CO)C[C@H]2C)cc1
#19 O=C(CC1Oc2ccccc2NC1=O)NCCCN1CCOCC1 (stereo unspecified)
#20 Cc1ccccc1C(=O)N1CCC(C(=O)Nc2cc(C(F)(F)F)ccc2N2CCCC2)CC1
#21 C=CCC[C@H](Cc1ccc(F)cc1)C(=O)OC[C@@H](Cc1c[nH]c2ccccc12)NC(=O)[C@@H](CC=C)CC(=O)N[C@@H](CO)Cc1ccccc1
#22 Cn1cccc1C(=O)OCC(=O)N1CCc2ccccc2C1
#23 O=C1/C(=C/c2cccc([N+](=O)[O-])c2)CSc2ccc(Cl)cc21
#24 Cc1cnn(C(=O)c2cc(-c3ccccc3)nc3ccccc23)c1
Assay by compound,17,18,19,20,21,22,23,24
PHOSPHO1 block,-1,/,-10,/,/,/,33,3
MEKK3 PB1 HTS,105,/,105,/,/,/,100,101
p-CIP stab down,2,/,-12,/,/,/,2,-7
IDE cell activ,1,3,1,3,5,/,3,0
CRFBP-R2 agonist,-0.5,-2.4,1.4,0.4,0.4,-2.6,1.3,-0.8
CHRM4 PAM,3,-5,11,1,9,0,-20,0
IDE cell inh,-3,-2,6,-3,-6,/,-2,8
GalR3 antagonist,-8,-2,2,-6,-5,-4,-3,-5
CRFR2-BP antag,0,-10,-2,-7,2,22,2,6

#25 S=C(NCCc1ccccc1)Nc1ccc(Nc2ccccc2)cc1
#26 CC(C)(C)N1C(=O)[C@H]2[C@@H](c3ccc(Br)cc3)N3C(=O)N(c4ccccc4)C(=O)[C@@]3(Cc3ccccc3)[C@H]2C1=O
#27 COc1ccccc1CC(=O)NC12CC3CC(CC(C3)C1)C2
#28 CCOCCCn1c(=S)[nH]c2cc(C(=O)N3CCN(C4CCCCC4)CC3)ccc2c1=O
#29 Cc1csc(=O)n1CCC(=O)OCC(=O)Nc1ncc(Cl)cc1Cl
#30 O=C(COC(=O)Cc1n[nH]c(=O)c2ccccc12)Nc1c(Br)cc([N+](=O)[O-])cc1Br
#31 CCn1cc(CN2CCc3c([nH]c4ccccc34)C2c2ccc(F)c(OC)c2)c(C)n1 (stereo unspecified)
#32 COc1ccc(OC)c(CNC(=O)CCNC(=O)Cn2ccc3ccccc3c2=O)c1
Assay by compound,25,26,27,28,29,30,31,32
PHOSPHO1 block,14,/,45,13,/,/,24,53
MEKK3 PB1 HTS,98,/,106,102,/,/,100,112
p-CIP stab down,4,/,-12,0,/,/,-3,-7
IDE cell activ,2,-3,4,-2,-3,4,2,-2
CRFBP-R2 agonist,-0.9,3.2,-0.5,-2.1,-1.6,0.5,-0.4,-1.1
CHRM4 PAM,-4,6,4,2,5,2,-6,-4
IDE cell inh,3,-4,0,-4,2,/,4,2
GalR3 antagonist,-6,/,-5,0,-3,0,-8,-7
CRFR2-BP antag,-34,-12,-8,-1,3,3,7,-4

#33 COc1cccc2cc(C(=O)NCCc3ccccc3)oc12
#34 C#CCOc1ccc(/C=N/NC(=O)c2cccnc2)cc1OCC
#35 CCOC(=O)/C(=N\Nc1ccccc1Cl)N1CC(C)OC(C)C1 (stereo unspecified)
#36 O=C(O)C1CC1(c1ccccc1)c1ccccc1 (stereo unspecified)
#37 CCCOC(=O)CCCCC1SCC(NC(=O)OC)C1NC(=O)OC (stereo unspecified)
#38 COc1ccc(C(C)=O)cc1CC(=O)Nc1ccc2c(c1)CCC2
#39 Cn1cc(Cl)c(C(=O)Nc2cnn(Cc3ccc(F)cc3)c2)n1
#40 CNC(=O)N/N=C(\N)c1ccccn1
Assay by compound,33,34,35,36,37,38,39,40
PHOSPHO1 block,25,0,-3,35,-11,35,12,16
MEKK3 PB1 HTS,100,104,105,107,78,104,97,96
p-CIP stab down,-3,16,-4,4,-15,-22,-14,-5
IDE cell activ,-3,2,2,0,-1,4,4,5
CRFBP-R2 agonist,0.1,-0.4,-1.2,2.0,-0.4,-1.4,-2.8,0.6
CHRM4 PAM,3,-3,16,-3,3,-5,7,12
IDE cell inh,4,8,-1,-2,-2,1,2,2
GalR3 antagonist,2,-6,-5,-9,1,-8,-1,-4
CRFR2-BP antag,-10,12,-22,8,14,1,5,11

Structures above that bear a hit mark in PHOSPHO1 block:
#9 COc1ccc(CC(=S)N2CCOCC2)cc1
Assay by compound,9
PHOSPHO1 block,73*
MEKK3 PB1 HTS,119
p-CIP stab down,-9
IDE cell activ,6
CRFBP-R2 agonist,-3.6
CHRM4 PAM,0
IDE cell inh,5
GalR3 antagonist,2
CRFR2-BP antag,4

New compounds follow
#41 Cc1ccccc1-c1nn(-c2ccc(F)cc2F)cc1CNCC(C)O (stereo unspecified)
#42 CCc1ccc(CN2CCC(Oc3ccc(C(=O)N4CCCC4)cc3)CC2)cc1
#43 COc1cccc(-n2c(=O)[nH]cc(C(=O)Nc3ccc(NC(C)=O)cc3)c2=O)c1
#44 O=C(O)c1ccc2c(c1)C(=O)N(C(Cc1ccc(O)cc1)C(=O)O)C2=O (stereo unspecified)
#45 N=C(N)SCc1cn(-c2ccccc2)nc1-c1ccc(Br)cc1
#46 Cc1cc(NC(=O)Cn2cnc3c2c(=O)n(C)c(=O)n3C)n(-c2ccccc2)n1
#47 O=C(Nc1ccc(NC(=O)C23CC4CC(CC(C4)C2)C3)cn1)c1ccco1
#48 CCn1c(-c2ccc(OC)c(OC)c2)n[nH]c1=S
Assay by compound,41,42,43,44,45,46,47,48
PHOSPHO1 block,27,34,8,50,19,0,-8,5
MEKK3 PB1 HTS,100,106,101,96,115,103,108,97
p-CIP stab down,-17,-2,0,-2,-7,-9,-9,-9
IDE cell activ,4,2,2,7,4,3,-3,3
CRFBP-R2 agonist,-0.3,1.7,-0.5,-2.5,0.4,1.8,2.0,-3.5
CHRM4 PAM,-5,-16,-1,-2,1,4,0,8
IDE cell inh,7,-4,0,1,/,2,1,8
GalR3 antagonist,4,-6,1,-6,-2,-2,1,-1
CRFR2-BP antag,-4,-8,14,-3,-50,-5,-1,8

Another view of two compounds above.
cpd	SMILES	PHOSPHO1 block	MEKK3 PB1 HTS	p-CIP stab down	IDE cell activ	CRFBP-R2 agonist	CHRM4 PAM	IDE cell inh	GalR3 antagonist	CRFR2-BP antag
46	Cc1cc(NC(=O)Cn2cnc3c2c(=O)n(C)c(=O)n3C)n(-c2ccccc2)n1	0	103	-9	3	1.8	4	2	-2	-5
47	O=C(Nc1ccc(NC(=O)C23CC4CC(CC(C4)C2)C3)cn1)c1ccco1	-8	108	-9	-3	2.0	0	1	1	-1

Following part:
#49 Cc1cc(F)ccc1S(=O)(=O)Nc1ncnc2scc(-c3ccc(F)cc3)c12
#50 CC(=O)Nc1nc(C2COc3ccccc3O2)cs1 (stereo unspecified)
#51 O=C(CN(Cc1ccccc1Cl)C(=O)c1csnn1)NC1CCCC1
#52 Cc1ccc(-c2nnc(Nc3ccc(C(=O)N(C)C)cc3)c3ccccc23)cc1S(=O)(=O)NC(C)(C)CO
#53 O=C(/C=C/c1ccccc1)Nc1sc2c(c1C(=O)O)CCC2
#54 COc1cc(CC(=O)OCC(=O)Nc2ncc(Cl)cc2Cl)cc(OC)c1OC
#55 CCOc1ccc2[nH]c(=O)c(CN(CCc3ccccc3)C(=O)N3CCOCC3)cc2c1
#56 CCc1ccc(N2CC(O)=C(c3nc4ccccc4c(=O)[nH]3)C2=N)cc1
#57 Brc1ccc(Oc2nnnn2-c2ccccc2)cc1
#58 CC(C)[C@H](NC(=O)c1ccco1)C(=O)OCC(=O)c1ccc(Br)s1
Assay by compound,49,50,51,52,53,54,55,56,57,58
PHOSPHO1 block,2,0,14,11,8,12,30,37,-7,/
MEKK3 PB1 HTS,92,104,99,96,103,101,/,99,94,/
p-CIP stab down,-22,-9,3,6,3,-6,2,-2,-2,/
IDE cell activ,4,0,1,-2,-2,-1,-1,3,-2,7
CRFBP-R2 agonist,-0.1,-0.4,-0.1,0.3,-1.1,-2.2,4.0,1.8,-2.0,-0.4
CHRM4 PAM,-4,-2,0,7,14,16,15,0,-5,14
IDE cell inh,1,0,3,-3,-1,-1,-5,-2,3,-1
GalR3 antagonist,0,2,3,4,-1,-2,-7,-5,4,-5
CRFR2-BP antag,32,14,-4,-10,-9,6,24,-28,21,7
